Source: PubChem (several laboratories)
Cdc25B block: human M-phase inducer phosphatase 2 inhibition | P30305 | inhibition, %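 (compounds tested at 10 µM final in the well)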 | hit rate 0.1% among 65,000 | recombinant Cdc25B, OMFP fluorescence Ex485/Em525; in the data active = inhibition above about 50%
Target sequence (P30305 whole entry, looked up): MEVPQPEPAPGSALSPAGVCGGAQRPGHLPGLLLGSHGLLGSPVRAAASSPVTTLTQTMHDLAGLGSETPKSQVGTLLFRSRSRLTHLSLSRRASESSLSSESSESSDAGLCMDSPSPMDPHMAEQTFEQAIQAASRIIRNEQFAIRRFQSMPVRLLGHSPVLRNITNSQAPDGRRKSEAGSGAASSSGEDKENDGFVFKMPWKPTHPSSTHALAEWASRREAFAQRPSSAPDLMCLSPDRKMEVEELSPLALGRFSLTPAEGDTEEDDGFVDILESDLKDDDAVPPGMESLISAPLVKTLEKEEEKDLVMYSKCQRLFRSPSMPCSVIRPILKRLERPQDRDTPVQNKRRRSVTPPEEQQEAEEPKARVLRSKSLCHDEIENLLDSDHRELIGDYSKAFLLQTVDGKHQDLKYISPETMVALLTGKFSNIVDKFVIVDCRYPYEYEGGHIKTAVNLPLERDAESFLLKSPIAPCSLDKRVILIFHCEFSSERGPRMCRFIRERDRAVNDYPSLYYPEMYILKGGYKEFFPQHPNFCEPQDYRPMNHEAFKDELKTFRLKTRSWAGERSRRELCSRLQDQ
TNAP act mid DEA: human TNAP activation, intermediate phosphate acceptor; purified TNAP, CDP-star luminescence, 100 mM DEA, 30 min; stronger effect = higher value; scale: 0 levamisole-inhibited, 1 vehicle-only enzyme; activation factor at 20 µM; 64,000 tested, under 10 active;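 active = activation factor of at least 2 at 20 µM, relative to controls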
ROCK2 blocker: ROCK2 (human) kinase inhibition. purified ROCK2, Kinase-Glo ATP depletion luminescence. O75116. AID 604. hit rate 0.35% among 60,000. inhibition, % at 6 µM;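 active = inhibition above the screen-wide mean inhibition plus 3 SD, cut at about 18% in these data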;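 also: plate controls were DMSO wells for no effect and Y-27632 control wells after no-enzyme background subtraction for full effect; many of its hits are not listed in these tables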
DUSP1 inh: inhibitors of human MKP-1 phosphatase | hit rate 0.15% among 65,000 | AID 374 | P28562 | inhibition, %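 (compounds tested at a single concentration somewhere between 10 and 100 µM)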 | recombinant MKP-1, OMFP hydrolysis fluorescence;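 active = inhibition above about 50%, limit read from the data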;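 also: 0% = DMSO max control wells and 100% = wells with enzyme stopped by NaOH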
Target sequence (P28562 whole entry, looked up): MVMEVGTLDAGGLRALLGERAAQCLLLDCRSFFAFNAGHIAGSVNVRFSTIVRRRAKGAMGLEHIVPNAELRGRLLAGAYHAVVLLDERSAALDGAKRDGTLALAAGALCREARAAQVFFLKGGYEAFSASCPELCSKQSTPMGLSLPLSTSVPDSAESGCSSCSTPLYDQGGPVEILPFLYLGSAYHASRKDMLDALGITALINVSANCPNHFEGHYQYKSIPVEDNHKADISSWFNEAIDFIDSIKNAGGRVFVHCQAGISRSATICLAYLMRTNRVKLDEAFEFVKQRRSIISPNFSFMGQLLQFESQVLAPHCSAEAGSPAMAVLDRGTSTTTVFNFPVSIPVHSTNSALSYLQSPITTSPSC
JNK3 blocker: blocks human JNK3 kinase activity; purified JNK3 kinase activity, HTS; hit rate 0.61% among 60,000; inhibition, % at 8 µM; in the data active = inhibition above about 17%;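 also: 0% = DMSO and 100% = reference inhibitor; many of its hits are not listed in these tables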
MMP13 inh: blocks human MMP13 activity; inhibition, % at 4 µM; MMP-13 fTHP FRET cleavage, Mca fluorescence; P45452; hit rate 0.07% among 65,000;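 active = inhibition above the mean of compound-free control plate wells plus 3 SD, cut at about 14% in these data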;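 also: 0% = DMSO wells and 100% = wells with reference MMP-13 inhibitor after basal subtraction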
PKA kinase inh: PKA (human) kinase inhibition; AID 524; P17612; hit rate 0.1% among 65,000; PKA Kemptide phosphorylation, Kinase-Glo ATP luminescence; inhibition, % at 6 µM;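 active = inhibition above the screen-wide mean inhibition plus 3 SD, cut at about 21% in these data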; also: many of its hits are not listed in these tables
HEK293 NFkB inh: inhibitors of the PMA/ionomycin-induced NF-kB reporter in HEK293 cells; HEK-293 NF-kB luciferase reporter, luminescence; inhibition, % at 3 µM; hit rate 0.21% among 62,000; AID 465;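 active = inhibition above the mean of all tested compounds plus 3 SD, cut at about 40% in these data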;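 also: 0% = stimulated DMSO wells and 100% = 10 µM reference inhibitor 5653914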
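System: NF-kB luciferase reporter HEK-293 cells | Replication: Single test | Control set: DMSO vs reference inhibitor | Evaluation: % inhibition | Schedule: 1 h pretreatment, 16 h stimulation, 37 °C | Probe or stimulus: PMA with ionomycin | Compound dosing: One dose, 3 µM | Detection: Luciferase luminescence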
Jurkat viability: cytotoxicity toward Jurkat cells. AID 463. Jurkat E6.1 viability, ATP luminescence, 48 h. hit rate 1.2% among 56,000. inhibition, % at 4 µM;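 active = inhibition above the mean inhibition of all tested compounds plus 3 SD, cut at about 28% in these data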
* hit, by the source's call; x = no result given; [ ] = another dose, or the depositor's remark.

No.	Structure	MMP13 inh	ROCK2 blocker	HEK293 NFkB inh	TNAP act mid DEA	Cdc25B block	JNK3 blocker	DUSP1 inh	PKA kinase inh	Jurkat viability
1	CCOC(=O)N1CCC(NC(=O)c2cnc3n(c2=O)CCS3)CC1	1.1	-0.5	12.5	0.9	-17.9	-1.5	5.9	1.8	-0.5
2	CC(=O)OCC(=O)NCc1ccc2c(c1)OCO2	0.4	x	8.5	0.9	-10.1	x	2.6	2.5	x
3	CN(C)S(=O)(=O)c1ccc2c(c1)c(=O)c(C(=O)N1CCOCC1)cn2C	3.5	5.6	4.9	0.9	-0.9	-0.9	5.4	3.5	-6.0
4	CCOCCCNC(=O)C(NC(=O)CC1NC(=O)NC1=O)c1ccc(Cl)cc1 (configuration not stated)	8.8	x	5.1	1	-6.8	x	7.4	2.6	x
5	COc1ccccc1NC(=O)CSc1nnc(-c2ccncc2)o1	2.6	12.2	19.2	0.9	-1.8	-2.9	-11.9	9.8	-1.3
6	CCOC(=O)C1CCCN(C(=O)c2cccs2)C1 (configuration not stated)	-0.5	1.6	21.9	0.9	-6.3	-5.6	4.4	6.4	-0.4
7	COC(=O)c1ccccc1NC(=O)CSc1nc2c(c(=O)n(C)c(=O)n2C)n1C	2.0	2.2	15.7	0.9	-11.0	5.2	-7.1	6.7	-2.2
8	CN(C(=O)COC(=O)COc1ccc(Cl)cc1)C1CCCCC1	1.8	2.6	7.7	1.1	-0.8	3.3	0.8	3.6	-5.5
9	Cc1cccc(N2CCN(C(=O)CCNC(=O)Cn3ccc4ccccc4c3=O)CC2)c1C	0.0	-1.6	9.1	1	-13.6	-1.5	27.4	-1.3	4.8
10	COc1ccc(NC(=O)N(Cc2cccnc2)Cc2ccccc2Cl)c(OC)c1	0.9	1.4	19.9	1	-13.0	4.0	6.7	2.5	2.6
11	COc1ccc(C(=O)Nc2ccc3oc(-c4cccc(F)c4)nc3c2)cc1OC	-18.9	3.0	2.2	0.9	-0.6	9.5	20.1	-6.0	-6.3
12	Cc1cc(Nc2cccc(C)c2C)n2nc(C)nc2n1	1.6	1.0	8.6	0.6	-7.4	1.9	4.3	-4.5	3.6
13	CCOC(=O)C1CCN(C(=O)C2CCN(S(=O)(=O)c3cccc4cccnc34)CC2)CC1	2.7	-7.9	6.6	0.9	-0.8	-2.3	-0.4	-0.6	0.1
14	Cc1c(-n2c(SCC(=O)O)nnc2-c2ccccc2Cl)c(=O)n(-c2ccccc2)n1C	-3.5	4.8	4.3	1	8.5	0.8	-12.1	1.2	3.2
15	CCOC(=O)C1=C(O)CCn2c1nc1ccccc12	3.8	6.2	10.7	0.9	-8.7	-2.8	1.0	1.0	-0.8
16	CCOC(=O)C1CCN(C(=O)CCNC(=O)c2cc(OC)c(OC)c(OC)c2)CC1	-4.8	6.1	13.2	0.9	-3.2	-1.3	33.1	10.6	-4.3
17	CCOc1ccc(C2C(C#N)=C(N)Oc3n[nH]c(C)c32)cc1OC(=O)C1CC1 (configuration not stated)	5.3	0.1	20.4	0.9	4.2	-2.1	16.4	-1.9	-0.8
18	Cc1cc(C(=O)CSc2nnnn2C)c(C)n1CCc1ccc(F)cc1	2.7	1.5	7.4	0.9	-5.1	1.4	10.1	-0.1	1.1
19	COc1ccc(-c2cc3nc(C)cc(NCCO)n3n2)cc1	-31.4	-2.9	2.4	0.9	5.4	-3.1	0.2	-6.6	-2.1
20	CCOc1cc(S(=O)(=O)N2CCN(CC)CC2)ccc1Cl	-1.0	3.1	11.1	0.9	-9.2	10.2	16.8	6.4	-1.2
21	O=c1[nH]c2ccc(Cl)cc2c(=O)n1Cc1ccco1	0.5	3.0	12.9	1	-1.4	0.0	-4.5	0.3	2.2
22	C=CCOn1c(=O)c(-c2ccc(OC)cc2)[n+]([O-])c2ccccc21	-6.1	5.4	x	0.9	24.2	-0.3	-28.1	2.4	x
23	CC(C)C(NC(=O)c1ccccc1)C(=O)NC1=NCCS1 (configuration not stated)	1.8	-8.8	21.2	0.9	-9.7	-7.5	19.0	-4.4	4.6
24	COc1cc(C)c(C(C)C)cc1S(=O)(=O)n1cnc(C)c1	-4.5	0.4	12.8	0.9	2.5	-5.2	4.0	-4.1	85.1*
25	CCOC(=O)C1=C(C)N(C)C(=O)NC1c1cccc(O)c1 (configuration not stated)	1.8	5.4	-5.9	0.9	-1.3	2.7	-17.1	9.7	-3.3
26	CN(C(=O)c1cccnc1)c1nc(-c2ccccc2)cs1	2.1	1.5	7.2	1	-2.4	-3.0	4.3	2.4	-0.5
27	CCOC(=O)C1CCN(c2ncnc3c2oc2ccc(Br)cc23)CC1	-1.8	-2.5	-3.6	0.8	2.7	-5.4	-0.1	5.6	-8.6
28	CCn1c2c(c3cc(C(=O)O)ccc31)CCCC2=O	-8.7	1.6	9.7	0.9	-7.4	3.3	8.0	1.2	-4.5
29	Cc1ccc(CSc2nnc(Cn3c(=O)sc4ccccc43)n2C)cc1	3.1	2.6	7.0	1	-12.5	0.2	6.7	10.3	3.0
30	CC(=O)c1sc2nc(SCC(=O)N3CCCCC3)[nH]c(=O)c2c1C	-18.2	2.8	6.7	1	0.8	19.7*	4.3	0.9	-6.1
31	CCN(CC)c1ccc(NC(=O)C2CC3CCC2C3)cc1 (configuration not stated)	0.1	7.0	-4.3	0.9	-5.8	-11.2	-1.0	7.5	-3.1
32	O=C1CC(c2ccco2)Cc2nc(N3CCc4ccccc4C3)ncc21 (configuration not stated)	-6.1	2.0	14.8	0.9	-0.8	-5.9	-4.0	-2.2	3.1
33	COc1cc(C2C(C#N)=C(N)Oc3cc(C)oc(=O)c32)ccc1OC(=O)N1CCOCC1 (configuration not stated)	-3.3	5.4	7.1	0.9	-2.9	-4.1	1.4	2.9	-0.9
34	Cc1nn(Cc2ccccc2)c(C)c1NC(=O)c1cc(-c2ccco2)on1	0.3	8.9	6.1	0.9	-14.7	-1.1	3.9	7.5	0.8
35	O=C(NCC(=O)N(c1ccccc1)C(C(=O)NCC1CCCO1)c1ccccc1)c1ccco1 (configuration not stated)	-0.1	5.4	12.2	1	-4.7	1.7	26.9	3.4	-2.9
36	Cn1c(C(=O)NCCc2c[nH]c3ccccc23)cc2sccc21	3.4	3.9	6.4	0.9	-16.1	-1.2	3.6	3.7	61.5*
37	O=C(c1cnc2n(c1=O)CCS2)N(C1CCCCC1)C1CCCCC1	1.0	-4.2	3.3	0.8	-3.4	-7.4	-2.6	2.6	-4.3
38	COC(=O)c1ccccc1NC(=O)C1CC=CCC1C(=O)O (configuration not stated)	-15.3	4.1	5.1	0.8	-0.8	-3.2	1.5	4.5	-1.1
39	Clc1cccc(-c2nnc3sc(-c4ccccc4)nn23)c1	0.2	2.4	17.3	0.9	6.9	5.9	2.3	-0.6	-7.1
40	Cc1csc(SCc2ccccc2C(=O)O)n1	-5.0	4.0	18.9	0.9	-19.7	-0.5	2.9	10.1	-2.6
41	O=C(NCC(=O)N(c1cccc(F)c1)C(C(=O)NCC1CCCO1)c1ccccc1)c1ccco1 (configuration not stated)	1.5	-0.9	13.6	0.9	-11.6	1.0	-13.2	3.8	-1.0
42	Clc1ccc(CSc2nnc(-c3cccnc3)n2Cc2ccco2)c(Cl)c1	5.3	x	9.0	0.9	-16.1	x	12.0	5.5	x
43	Cc1ccc(-c2nnn(CC(=O)N(Cc3ccccc3)C(C(=O)NC(C)(C)C)c3ccncc3)n2)o1 (configuration not stated)	0.2	-0.6	23.4	1	-1.9	2.9	21.8	0.0	2.2
44	Cn1c(Cn2c(=O)sc3ccccc32)nnc1SCC(=O)N1CCCCCC1	-0.2	2.5	2.9	0.9	-10.1	1.6	5.2	5.8	-0.5
45	O=C(CN(C(=O)CNC(=O)c1ccco1)c1ccc(Cl)c(Cl)c1)NC1CCCCC1	-0.2	-0.1	14.1	0.9	-8.4	-0.6	-19.8	0.6	4.8
46	Cn1c(NCCCO)nc2c(c1=O)C1(CCCCC1)Cc1ccccc1-2	-148.9[fluorescence artefact?]	-5.9	1.7	0.9	2.0	-3.3	42.6	-9.6	4.8
47	CCOc1ccc(C2=Nn3cnnc3SC2)cc1	1.3	2.0	17.9	1	2.9	-2.1	-14.3	5.1	2.5
48	CCC(=O)c1ccc(OCc2ccc(C(=O)OC)o2)c(OC)c1	3.5	3.4	13.0	0.9	2.3	1.8	2.8	8.0	-3.0
49	C=CCc1ccc(OCC(O)COCC)c(OC)c1 (configuration not stated)	2.7	-5.2	-8.0	0.9	0.5	4.2	20.1	-8.6	7.8
50	CCOC(=O)c1cccc(NC(=O)c2cc3sccc3n2C)c1	1.0	2.3	-23.7	0.9	0.0	3.4	-9.9	6.1	2.1
51	CCN1CCN(CC(=O)NC2CCCC2)C(=O)C1=O	2.0	3.6	11.8	1	2.6	-0.4	15.7	1.4	-0.6
52	CCOc1ccccc1OCCCC(=O)N1CCN(S(=O)(=O)c2cccc(F)c2)CC1	-0.5	9.2	10.4	1	-5.2	-4.8	-2.3	13.1	0.8
53	CCOC(=O)c1[nH]c2ccc(OC)cc2c1NC(=O)CCN1CCCC(C)C1 (configuration not stated)	-84.9[fluorescence artefact?]	-1.6	x	0.9	-34.1	1.4	-8.3	-1.8	x
54	CC(C)Cc1cc(C(=O)Nc2ccc(F)cc2F)no1	-1.3	3.3	3.4	0.9	-15.3	0.9	0.3	8.4	-1.9
55	O=C(CN1CCC2(CC1)OCCO2)c1ccc2cc[nH]c2c1	-28.1	-5.1	3.3	1	-5.1	0.7	26.4	2.0	-4.1
56	Cc1cc(C(=O)N2CCc3ccccc32)c2cc(F)ccc2n1	-3.4	1.6	12.6	0.9	8.1	-3.5	-6.3	-0.3	12.9
57	O=C(CSc1nc2ccc(Cl)cc2[nH]1)NCc1ccco1	-4.0	2.9	21.1	0.8	-11.2	4.6	-5.6	10.5	4.4

Profiles, looked up by structure:
Shown for Clc1ccc(CSc2nnc(-c3cccnc3)n2Cc2ccco2)c(Cl)c1 → MMP13 inh = 5.3; ROCK2 blocker = x; HEK293 NFkB inh = 9.0; TNAP act mid DEA = 0.9; Cdc25B block = -16.1; JNK3 blocker = x; DUSP1 inh = 12.0; PKA kinase inh = 5.5; Jurkat viability = x
Shown for CC(C)Cc1cc(C(=O)Nc2ccc(F)cc2F)no1 → MMP13 inh = -1.3; ROCK2 blocker = 3.3; HEK293 NFkB inh = 3.4; TNAP act mid DEA = 0.9; Cdc25B block = -15.3; JNK3 blocker = 0.9; DUSP1 inh = 0.3; PKA kinase inh = 8.4; Jurkat viability = -1.9

In the list so far, four contain two or more sulfur atoms.
No.	Structure	MMP13 inh	ROCK2 blocker	HEK293 NFkB inh	TNAP act mid DEA	Cdc25B block	JNK3 blocker	DUSP1 inh	PKA kinase inh	Jurkat viability
29	Cc1ccc(CSc2nnc(Cn3c(=O)sc4ccccc43)n2C)cc1	3.1	2.6	7.0	1	-12.5	0.2	6.7	10.3	3.0
30	CC(=O)c1sc2nc(SCC(=O)N3CCCCC3)[nH]c(=O)c2c1C	-18.2	2.8	6.7	1	0.8	19.7*	4.3	0.9	-6.1
40	Cc1csc(SCc2ccccc2C(=O)O)n1	-5.0	4.0	18.9	0.9	-19.7	-0.5	2.9	10.1	-2.6
44	Cn1c(Cn2c(=O)sc3ccccc32)nnc1SCC(=O)N1CCCCCC1	-0.2	2.5	2.9	0.9	-10.1	1.6	5.2	5.8	-0.5
